RMI FANCM FP – RMI-FANCM interaction inhibition; Fluorescence polarization, RMI core complex with F-MM2 peptide; active compounds read low; FP signal (polarization) at 33 µM; actives 0.58% (n = 70,000); AID 1159607; in the data active = FP signal below about 40; note: inactives centre near 61; strong numbers were not always called active; unit not given here
An asterisk follows results filed as active; & = joins results of further samples. An excerpt. The share of hits here may be higher or lower than overall.

SMILES	RMI FANCM FP
COCC(=O)Nc1ccc2c(c1)CCC(=O)N2Cc1ccccc1	65
Nc1sc2c(c1-c1nc(-c3ccc(Br)cc3)cs1)CCCC2	67
CSc1cccc(-c2nnc(NC(=O)c3ccc(Cl)s3)o2)c1	57
Cc1ccc(C(=O)Nc2ccc(SCCN3CCOCC3)nn2)cc1	68
O=C1CSC(=S)N1CCc1ccc(O)cc1	64
CC1=CS/C(=C(/C#N)C(=O)N2CCOCC2)N1c1ccccc1	58
O=C1C=C(SCC(=O)c2ccc([N+](=O)[O-])cc2)SC(c2ccccc2Cl)C1 (stereo not given)	51
CCOC(=O)Nc1ccc(C)cc1Br	67
CN(C)c1ccc(CCNC(=O)C2CC2)cc1	73
CCN(c1ccccc1)S(=O)(=O)c1ccc(C(=O)N(CCCN(C)C)c2nc3c(C)cccc3s2)cc1	108
COC(=O)Nc1nc(CC(=O)NC2CC2)cs1	62
CCOC(=O)C(NC(C)=O)(Nc1nc2ccccc2s1)C(F)(F)F (stereo not given)	65
Cc1ccc(-c2cc(=O)n(CC(=O)Nc3nccs3)cn2)cc1	77
COc1ccc(NC(=O)C(=O)NCC2CCN(C3CCCC3)CC2)cc1OC	72
CC(=O)N1CCc2ccc(NS(=O)(=O)CCc3ccccc3)cc21	65
O=C(COc1ccccc1)NCCSc1c(-c2ccc(Cl)cc2)[nH]c2ccccc12	71
COc1cccc(-c2nnc3ccc(OCCNC(=O)Nc4ccc(F)c(F)c4)nn23)c1	97
COc1ccccc1NC(=O)C(=O)NCCCN1CCCC1=O	56
COc1ccc(-c2cc(=O)n(CC(=O)NCc3ccco3)cn2)cc1	67
O=C(COc1ccccc1Br)N1CCCCC1	57
CCOc1ccc(-c2cn3c(CC(=O)NCc4ccc5c(c4)OCO5)csc3n2)cc1	68
COc1ccc(C(=O)c2oc3cc(NC(=O)c4ccco4)ccc3c2C)cc1OC	73
COc1ccccc1OCC(=O)Nc1nc2ccc3nc(C)sc3c2s1	152
COc1ccc(C(=O)/C(C#N)=C/N=S(C)(=O)c2ccc(C(F)(F)F)cn2)cc1 (stereo not given)	54
O=c1[nH][nH]c2ccccc2c1=O	63
CC(=O)Nc1cccc(NC(=O)CSc2nc(CC(=O)Nc3ccc(C(N)=O)cc3)cs2)c1	68
S=C(Nc1ccc(Cl)cc1)N1CCn2cccc2C1c1cccs1 (stereo not given)	79
C=CCN1C(=O)/C(=C\C=C2/SCCN2C)SC1=S	278
O=C1c2ccccc2C(=O)N1CNc1ccc(Cl)c(Cl)c1	62
O=C(Nc1ccc(Cl)cc1Cl)c1cccnc1SCCS(=O)(=O)c1ccccc1	53
CC1CCN(S(=O)(=O)c2ccc(C(=O)OCc3ccc4c(c3)OCO4)cc2)CC1	62
COc1ccc(Cn2c(C)cc(O)c(C(c3cccnc3)N3CCN(c4ccccn4)CC3)c2=O)cc1 (stereo not given)	54
Cc1cc(-c2ccccc2C(=O)NC2CCCCC2)on1	62
CN1CCN(C(CNC(=O)c2ccc(C(C)(C)C)cc2)c2ccc3c(c2)CCCN3C)CC1 (stereo not given)	63
CCOC(=O)c1ccc2nc(-n3cccc3)sc2c1	54
COc1ccc(N2CCn3c2nnc(C(=O)NCCCN2CCOCC2)c3=O)cc1	54
Cn1c(=NC(=O)c2ccc(Cl)s2)sc2cc([N+](=O)[O-])ccc21	59
O=C1c2ccccc2C(=O)N1CCCn1c(=O)oc2ccccc21	59
O=C(Nc1ccc(-c2cn3cccnc3n2)cc1)c1ccccc1F	71
CSc1cccc(NC(=O)Cc2cc(=O)[nH]c(SCc3ccccc3F)n2)c1	60
CC(C)NCC(O)COc1ccc(COCCOC(C)C)cc1 (stereo not given)	91&57
O=C(Cc1csc(NC(=O)C2CC2)n1)NCc1ccccn1	57
Cc1nnc(SCC(=O)c2cc(C)n(-c3cc(Cl)ccc3Cl)c2C)s1	71
CN=c1scc(C)n1NC(=O)Nc1ccc(Cl)cc1	55
N#C/C(=C\N1CCOCC1)S(=O)(=O)c1ccc(Cl)cc1	57
CC(=O)N1CCN(C(=O)C(=O)NCC2COC3(CCCCC3)O2)CC1 (stereo not given)	53
CCOc1ccc(-c2csc(NC(=O)CN3C(=O)c4ccccc4C3=O)n2)cc1	63
CCCCCCCCOc1ccc(/C=C/C(=O)Nc2ccc(C(=O)OCC)cc2)cc1	47
CC(=O)c1ccc(NC(=O)/C=C/c2cccc(C(F)(F)F)c2)cc1	124
COc1ccccc1CNC(=O)C(=O)NCC1CCN(C2CCCC2)CC1	76
COc1ccc(-c2cc(=O)c3cc(OC)ccc3o2)cc1	64
Cc1noc(C)c1CSc1nc2sc3c(c2c(=O)n1-c1ccccc1)CCCC3	75
COC(=O)c1sccc1NC(=O)c1c(C)c(=O)on1C	62
Cn1c(-c2ccc(N)cc2)n[nH]c1=S	66
O=C(/C=C/c1ccccc1)NC(=S)NNC(=O)Cn1nnc(N2CCOCC2)n1	57
COC(=O)c1sccc1N/C=C(\C#N)S(=O)(=O)C(C)(C)C	43
Cc1cc(NC(=O)C2CCN(S(=O)(=O)c3cccs3)CC2)n(C(C)C)n1	69
Fc1ccc(Oc2nc(Oc3ccc(F)cc3)nc(N3CCSCC3)n2)cc1	62
CCOC(=O)Cn1c(=O)n(-c2ccc(C)cc2)c(=O)c2oc3ccccc3c21	57
Cn1c(C(C#N)=C(O)c2cc(Cl)sc2Cl)nc2ccccc21	64

Compounds from the list above containing a Cl atom (11):
SMILES	RMI FANCM FP
CSc1cccc(-c2nnc(NC(=O)c3ccc(Cl)s3)o2)c1	57
O=C1C=C(SCC(=O)c2ccc([N+](=O)[O-])cc2)SC(c2ccccc2Cl)C1 (stereo not given)	51
O=C(COc1ccccc1)NCCSc1c(-c2ccc(Cl)cc2)[nH]c2ccccc12	71
S=C(Nc1ccc(Cl)cc1)N1CCn2cccc2C1c1cccs1 (stereo not given)	79
O=C1c2ccccc2C(=O)N1CNc1ccc(Cl)c(Cl)c1	62
O=C(Nc1ccc(Cl)cc1Cl)c1cccnc1SCCS(=O)(=O)c1ccccc1	53
Cn1c(=NC(=O)c2ccc(Cl)s2)sc2cc([N+](=O)[O-])ccc21	59
Cc1nnc(SCC(=O)c2cc(C)n(-c3cc(Cl)ccc3Cl)c2C)s1	71
CN=c1scc(C)n1NC(=O)Nc1ccc(Cl)cc1	55
N#C/C(=C\N1CCOCC1)S(=O)(=O)c1ccc(Cl)cc1	57
Cn1c(C(C#N)=C(O)c2cc(Cl)sc2Cl)nc2ccccc21	64

(list continues)
SMILES	RMI FANCM FP
CC(=O)N(CCN(C)C)c1nc2ccc(Cl)cc2s1	76
CCOc1ccc(NC(=O)c2nnn(-c3ccccc3F)c2C)cc1	65
O=S(=O)(NCC1CCN(Cc2cccs2)CC1)c1ccc(Cl)cc1	73
CCOC(=O)c1nn(-c2ccccc2Cl)c(=O)cc1OS(=O)(=O)c1ccc(CC)s1	51
Cc1nc2ccc(NC(=O)c3ccncc3)cc2c(=O)n1-c1ccc(F)cc1	70
c1ccc2c(CSCc3csc4ccccc34)csc2c1	63
Cc1c(C(=O)Nc2ccccn2)sc2nc(-c3ccccc3)cn12	61
CN1CCCc2cc(C(CNC(=O)Nc3ccc(F)cc3)N(C)C)ccc21 (stereo not given)	73
O=C(O)CCSCCCN1C(=O)c2cccc3cccc(c23)C1=O	61
CC(C)(C)c1ccc(S(=O)(=O)Nc2ccc3c(c2)OCO3)cc1	71
NC(=O)C1CCN(C(=O)Nc2cc3ccccc3s2)CC1	54
COc1ccc(CNC(=O)C2(c3cccs3)CCOCC2)cc1	53
Cn1c(O)c(N=Nc2ccc(C(F)(F)F)cc2)c(=O)n(C)c1=O	61
CCc1cc(=O)[nH]c(SCC(=O)NC(C)(C)C)n1	65
O=C(Cn1cccc(-c2nc(-c3ccc(Cl)cc3)no2)c1=O)Nc1ccc(F)cc1F	134
COc1ccc(S(=O)(=O)OCCN2C(=O)c3ccccc3C2=O)cc1OC	62
O=C(COc1ccccc1F)N1CCOC(c2ccccc2)C1 (stereo not given)	72
S=C(Nc1ccccc1)N1CCN(C(=S)c2cccc(Br)c2)CC1	70
CC(=O)c1sc(-c2ccc(F)cc2)cc1Br	48
Cc1ccc(SCC(=O)Nc2ccc(I)cn2)cc1	60
O=C(ON1C(=O)CCC1=O)c1ccccc1Cl	46
COc1ccc(-c2noc(CSc3nc4ccsc4c(=O)n3-c3ccccc3)n2)c(OC)c1	62
Cc1cc(C)n(C(=O)c2scc(-c3ccccc3)c2-n2cccc2)n1	67
CCc1nnc(-c2ccc(NC(=O)c3ccco3)cc2)o1	67
COc1ccc2c(C)cc(SCC(=O)c3ccc(OC)c(OC)c3)nc2c1	125
C=CCc1c(C)nc(-c2ccccc2)[nH]c1=O	66
CC(=O)N[C@@H](CC(=O)O)C(=O)N[C@@H](CCC(=O)O)C(=O)O	55
COC(=O)C(Cc1c[nH]c2ccccc12)NC(=O)C1CCCN1C(=O)OCc1ccccc1 (stereo not given)	55
CCCCn1nc(C)c(-c2cc(C(=O)O)[nH]n2)c1C	61
COC(=O)CN1CCN(c2nc3c(c(=O)[nH]c(=O)n3C)n2Cc2cccc3ccccc23)CC1	55
CC(/C=C1\NC(=O)N(CC(=O)Nc2cccc(C)c2)C1=O)=C\c1ccccc1	67
CC(C)(C)c1csc(CN2CCN(CC(=O)N3CCc4ccccc43)CC2)n1	60
OC1(c2ccc(Cl)cc2)CCN(Cc2c[nH]c3ccccc23)CC1	62
Cc1noc(C)c1S(=O)(=O)NCCn1ncc2c(N3CCCC3)ncnc21	61
O=C(CN1C(=O)c2ccccc2C1=O)Nc1c2c(nn1-c1ccccc1)C[S+](=O)([O-])C2	56
CN1CCN(C(CNC(=O)c2c(F)cccc2Cl)c2ccc3c(c2)CCCN3C)CC1 (stereo not given)	60
Cc1nc(N=CN(C)C)c(Br)cc1Br	53
O=C(Nc1ccccc1F)c1ccc([N+](=O)[O-])s1	53
O=C(Nc1nc(-c2ccc([N+](=O)[O-])cc2)cs1)c1ccccc1Br	56
CCC(C(=O)NCCCn1nc(-c2ccco2)ccc1=O)c1ccccc1 (stereo not given)	66
CCCc1cc(=O)[nH]c2nnc(SCc3ccc(F)cc3)n12	55
CC(=O)CCC(=O)OCC(=O)c1ccc(C(F)(F)F)cc1	63
COc1cc(C=Nc2ccc(N3N=C(C)CC3=O)cc2)ccc1O	62
CN1CCc2cc(C(CNC(=O)C(=O)Nc3ccc4c(c3)OCO4)N(C)C)ccc21 (stereo not given)	68
O=C(NCCc1ccc(Cl)cc1)C(=O)Nc1ccon1	58

Arranged by heavy-atom count (rising): part of the list above.
SMILES	RMI FANCM FP
O=C(Nc1ccccc1F)c1ccc([N+](=O)[O-])s1	53
CCCc1cc(=O)[nH]c2nnc(SCc3ccc(F)cc3)n12	55
CCC(C(=O)NCCCn1nc(-c2ccco2)ccc1=O)c1ccccc1 (stereo not given)	66

Additional entries follow:
SMILES	RMI FANCM FP
CCN1C(=O)/C(=C/c2c(NCCOCCO)nc3c(C)cccn3c2=O)SC1=S	132
Clc1ccc(Cn2c(CN3CCCC3)nc3ccccc32)cc1	54&56
CCOC(=O)c1ccc(N=Cc2ccc(OC(=O)c3ccco3)cc2)cc1	60
COc1ccc(S(=O)(=O)c2ccc(=O)n(CC(=O)Nc3ccccc3F)n2)cc1	68
O=C(COc1ccc(Cl)cc1Cl)Nc1nnc(-c2ccc(Cl)s2)o1	63
O=C(c1ccco1)N1CCC(c2nnc(-c3ccco3)o2)CC1	62
CCOC(Cn1c(/C=C/c2ccccc2)nc2ccccc21)OCC	57
Nc1c(Br)cc(Br)cc1CNC1CCC(O)CC1 (stereo not given)	55&62
COC(=O)c1ccc2c(=O)n(CCC(=O)NCCCN3CCOCC3)c(=S)[nH]c2c1	63
CC(C)(C)NCC(O)COc1cccc2c1CCC(=O)N2 (stereo not given)	59
NC(=O)N1CCOCC1	63
O=C(NC(=S)Nc1cccc2c1C(=O)NC2=O)c1cccs1	43
CCOC(=O)/C(C#N)=C/NN(C)c1cccc(F)c1C#N	54
O=C1Cc2ccccc2C(c2ccccc2)N1 (stereo not given)	58
O=S(=O)(c1ccc(Cl)cc1)N1CCC(c2nc(-c3ccc(F)cc3)no2)CC1	63
Cc1ccc(N2CC(C(=O)Oc3coc(CSc4ncccn4)cc3=O)CC2=O)cc1C (stereo not given)	56
COc1cccc(N2CC(NC(=O)Cc3cccs3)CC2=O)c1 (stereo not given)	53
O=C1CSC(=Nc2cccc(F)c2)N1Cc1ccc2c(c1)OCO2	53
CC(=O)Nc1cccc(NC(=O)CSc2ccc(NC(=O)c3cccs3)nn2)c1	70
O=C(c1ccco1)C(O)c1ccco1 (stereo not given)	60
CCOC(=O)c1ccc(NC(=O)c2ccc3snnc3c2)cc1	60
Cc1ccc(-n2ncc3c(SCC(=O)NCc4ccc5c(c4)OCO5)ncnc32)c(C)c1	58
COc1ccc2c(c1)CCCN2Cc1c[nH]c2ccccc12	54
COc1cc(OC)c(C2NCCS2)cc1OC (stereo not given)	58
COc1cccc(NS(=O)(=O)c2ccc(Oc3ccccc3C)cc2)c1	58
NC[C@H]1O[C@H](O[C@H]2[C@H](O)[C@@H](O[C@H]3O[C@H](CO)[C@@H](O)[C@H](N)[C@H]3O)[C@H](N)C[C@@H]2N)[C@H](O)[C@@H](O)[C@@H]1O	61
COC(=O)c1ccsc1NC(=O)CCOc1ccccc1	62
CC(C)c1ccc(NC(=O)CSc2nccn3nc(-c4ccc(Cl)cc4)cc23)cc1	94
O=C(Cc1cccc2ccccc12)Nn1cnc2c(cnn2-c2ccc(F)cc2)c1=O	62
O=C(CSc1nnc(NC(=O)C23CC4CC(CC(C4)C2)C3)s1)Nc1ccc(F)cc1F	61
CCc1cccc2sc(N(CCN(C)C)C(=O)c3cccc(SC)c3)nc12	82
Cc1cc(C(=O)Nc2nccs2)nn1C	56
CC(C(=O)O)N1C(=O)/C(=C/C=C/c2ccco2)SC1=S (stereo not given)	82

Bioassay records deposited in PubChem BioAssay by Small Molecule Screening Facility, UW Madison.
